High-throughput results: PubChem, Emory University Molecular Libraries Screening Center
14-3-3g Raf – 14-3-3 gamma protein interaction modulation. P61981. FP, 14-3-3gamma / TMR-pS259-Raf peptide binding. inhibition, % at 40 µM. 160,000 compounds, 0.19% hits. AID 422; in the data active = inhibition above about 30%;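 also: 0% = protein plus tracer without compound and 100% = blank with tracer alone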
Target sequence (P61981 whole entry, looked up): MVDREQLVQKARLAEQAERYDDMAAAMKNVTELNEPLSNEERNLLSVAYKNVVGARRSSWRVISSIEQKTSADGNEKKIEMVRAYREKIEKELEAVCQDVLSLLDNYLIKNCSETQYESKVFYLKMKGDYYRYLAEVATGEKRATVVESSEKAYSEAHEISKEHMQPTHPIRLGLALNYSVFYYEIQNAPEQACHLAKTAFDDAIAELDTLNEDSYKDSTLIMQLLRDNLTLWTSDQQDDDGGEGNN
* marks the source's active call; other numbers are inactive results; & = joins results of further samples. These rows are one share of the data; count on the stated rates, not on these rows.

#	structure	14-3-3g Raf
1	CC1=C(C(=O)OC(C)C)C(c2cccnc2)C2=C(CC(C)(C)CC2=O)N1 (centres undefined)	-286
2	c1ccc(CCn2c(Cc3ccccc3)nc3ccccc32)cc1	-6
3	CCOc1cc(C2Nc3ccccc3C(=O)N2c2ccccc2OC)ccc1O (centres undefined)	5
4	Cc1sc(NC(=O)CN2CCOCC2)c(C(=O)c2ccccc2)c1C	-4
5	Cc1ccnc(-n2sc3ccccc3c2=O)n1	-48
6	CCOC(=O)C1CCCN(C2CC(=O)N(c3ccc(C)c(C)c3)C2=O)C1 (centres undefined)	0
7	N#CC1(P(=O)(c2ccccc2)c2ccccc2)CC1	-7
8	COCCOC(=O)C1=C(C)NC2=C(C(=O)CC(c3cccs3)C2)C1c1coc2ccccc2c1=O (centres undefined)	-11
9	Cn1ccnc1SCC(=O)Nc1cc(C(F)(F)F)ccc1Cl	-2
10	CCOC(=O)C1=C(C)NC(=O)NC1c1ccc(OC(C)C(=O)O)c(OC)c1 (centres undefined)	1
11	CCCCCCNC(=O)c1cc(S(=O)(=O)N2CCc3ccccc32)ccc1F	0
12	CSc1ccccc1NC(=O)c1nn2c(c1Br)NC(c1ccc(Br)cc1)CC2C(F)(F)F (centres undefined)	-10
13	COc1nc(OC)nc(N(C)CCO)n1	-8
14	O=C(Nc1cccc(C(F)(F)F)c1)c1ccc2c(=O)n(Cc3ccccc3)c(=S)[nH]c2c1	-5
15	COc1ccc(C(=O)Cn2c(=O)c(CCC(=O)O)nn3c4ccccc4nc23)cc1OC	-6
16	COC(=O)c1c(C)oc2cc(Br)c(OCc3cccc(F)c3)cc12	-7
17	CCCOc1ccc(C2C(=O)N(C3CCCCC3)CC(=O)N2CCc2ccccc2)cc1OC (centres undefined)	5
18	COc1ccccc1N1CCN(C(=O)c2ccccc2C)CC1	3
19	COc1ccc2c(c1OC)C(=O)OC2CC(=O)c1ccc(N(C)C)cc1 (centres undefined)	-5
20	Clc1ccc(-c2nn3c(C4COc5ccccc5O4)nnc3s2)cc1 (centres undefined)	-19
21	CCOc1ccc2c(c1)sc(=NC(=O)CCOc1ccccc1)n2C	-25
22	Cc1nnc(SCC(=O)Nc2ccc(Br)cn2)[nH]c1=O	2&-11
23	c1ccc(N2CCN(Cc3nnnn3C3CCCCC3)CC2)cc1	-7
24	Cc1nc2nc(SCC(=O)C(C)(C)C)[nH]c2cc1Br	-10
25	COC(=O)c1c(NC(=O)c2cccc([N+](=O)[O-])c2)sc(C)c1C	-17
26	Cc1ccc(NC(=O)CC2SC(N)=NC2=O)c(C)c1 (centres undefined)	-2
27	COc1ccc(S(=O)(=O)Nc2cc(C(=O)NC3CCCCCC3)ccc2N2CCOCC2)cc1	-8
28	COc1ccc(CNC(=O)C(=O)Nc2cccc(Br)c2)cc1	0
29	Cc1cc(NC(=O)CSc2nc3c(sc(=S)n3Cc3ccco3)c(=O)n2-c2ccccc2)no1	-4
30	COc1ccc(S(=O)(=O)N2CCC(C(N)=O)CC2)cc1	-7
31	Cc1ccc(C)c(N2CCN(S(=O)(=O)c3ccc4c(c3)oc(=O)n4C)CC2)c1	5
32	COc1ccc(-n2c(=O)c3c4c(sc3n(CC(=O)NCc3ccc(C)cc3)c2=O)CCCC4)c(OC)c1	0
33	CCCn1c(=S)[nH]c2cc(C(=O)NCc3ccccc3)ccc2c1=O	-2
34	O=C1c2ccccc2C(=O)c2c(I)cccc21	3
35	CN1CCN(C(=O)c2cnn3c2NC(c2ccc(Br)cc2)CC3C(F)(F)F)CC1 (centres undefined)	-1
36	N#CCSc1nc2c(sc(=S)n2Cc2ccco2)c(=O)n1-c1ccc(F)cc1	-11
37	COCc1cc(C)nc(SCc2ccc(Cl)cc2)c1C#N	-11
38	CN(C(=O)Cc1cccs1)C1(C(=O)Nc2ccc3c(c2)OCO3)CCCCC1	7
39	CCCCOC(=O)c1ccc2c(c1)C(=O)N(c1ccccc1Cl)C2=O	4
40	COc1ccccc1Cn1c(SCc2ccccc2C)nc2ccccc2c1=O	-5
41	OC1(c2cn(Cc3ccccc3)nn2)CCCCC1	-5
42	CCN1CCn2c1nc(N1CCCCC1)nc2=O	7
43	CCOc1ccc(N2C(=O)CC(NCCNC(=O)c3ccc(Cl)cc3)C2=O)cc1 (centres undefined)	-6
44	c1ccc(Cn2c(-c3ccccc3)csc2=Nc2ccccc2)cc1	-15
45	CCOC(=O)c1nnn(CC(=O)Nc2cccc(F)c2)c1C(=O)OCC	-6
46	COc1ccc(CC(=O)Nc2cc(C)on2)cc1OC	-2
47	CCOc1ccc(Br)cc1CC(=O)O	20
48	CSc1ccccc1C(=O)Nc1cccc(N(C)S(C)(=O)=O)c1	-6
49	O=C1C2C(c3ccccc3)OC3(C(=O)c4ccccc4C3=O)C2C(=O)N1c1ccc(F)c([N+](=O)[O-])c1 (centres undefined)	-9
50	CCc1c(C)c(C#N)c2nc3ccccc3n2c1NCCN(C)C	-17&-22

A second format for some results above.
#28 COc1ccc(CNC(=O)C(=O)Nc2cccc(Br)c2)cc1
  14-3-3g Raf = 0

#29 Cc1cc(NC(=O)CSc2nc3c(sc(=S)n3Cc3ccco3)c(=O)n2-c2ccccc2)no1
  14-3-3g Raf = -4

The list goes on:
#	structure	14-3-3g Raf
51	COc1ccccc1CN1CCN(C(CC(C)C)c2nnnn2Cc2cccs2)CC1 (centres undefined)	-6
52	Cc1cc(C)c(S(=O)(=O)CCC#N)c(C)c1	-7
53	COc1ccc(OC)c(NC(=O)C2c3cc(OC)c(OC)cc3C(=O)N(C)C2c2cccs2)c1 (centres undefined)	-9
54	O=C(Nc1cnn(Cc2ccc(Cl)cc2Cl)c1)c1noc2c1CCCC2	-1
55	O=C1CN(C(=O)C2CCCCC2)C(c2ccccc2)c2cc(Cl)ccc2N1 (centres undefined)	-7
56	CCCCCn1c(=O)[nH]c2cc(C(=O)NCCN3CCCCC3C)ccc2c1=O (centres undefined)	-25
57	Cc1ccc2c(C)nc(N=C(NC(=O)c3ccccc3)NC(=O)c3ccccc3)nc2c1	6
58	COc1ccc(CNC(=O)CCSCc2ccc(Cl)cc2)cc1	-6
59	CC(NC(=O)c1ccc(=O)oc1)c1ccccc1 (centres undefined)	-4
60	CCOC(=O)c1sc(=S)n(-c2ccc(C)cc2)c1N	-2
61	CCOC(=O)c1cnc2ccc(C(=O)OC)cc2c1Nc1ccc(N(C)C)cc1	-3
62	COc1ccc(S(=O)(=O)N(CC(=O)Nc2cccc(C)c2)c2ccc(C)cc2)cc1OC	3
63	Cc1c(NC(=O)c2c(F)c(F)c(F)c(F)c2F)c(=O)n(-c2ccccc2)n1C	-3
64	CCOc1ccccc1-n1cc(-c2cc3ccccc3oc2=O)[nH]c1=O	-113
65	COc1ccc(C2SCCN2C(=O)c2cc3cc(Br)ccc3oc2=O)cc1Br (centres undefined)	5
66	COc1cccc(C2Oc3ccc(Cl)cc3C3CC(c4cccs4)=NN32)c1OC (centres undefined)	-36
67	CCc1nc2sc3c(c2c(=S)[nH]1)CCCC3	0
68	Cc1ccc(-c2c3c(=O)n(C)c(=O)n(C)c3c3c(C)cc(C)nn23)cc1	0
69	COc1cc2c(cc1OC)C(=S)NC1(CCCC1)C2	2
70	O=C(CCn1c(SCc2cccc(F)c2)nc2ccccc2c1=O)N1CCN(c2ccccc2)CC1	-1
71	CCc1ccc2c(c1)c1nc(C)sc1n2CC	-1&-5
72	Cc1ccc(NC(=O)CC2NCCNC2=O)cc1 (centres undefined)	-1
73	CC(C)(C)c1ccc(OC(=O)CCN2C(=O)c3ccccc3C2=O)cc1	-9
74	CC(=O)Nc1sc(N)nc1-c1ccccc1	-7
75	CCn1c(=O)c(=O)[nH]c2cc(C(=O)N3CCN(c4ccccc4F)CC3)ccc21	-191

Next part; the last 7 above are carried over.
#	structure	14-3-3g Raf
69	COc1cc2c(cc1OC)C(=S)NC1(CCCC1)C2	2
70	O=C(CCn1c(SCc2cccc(F)c2)nc2ccccc2c1=O)N1CCN(c2ccccc2)CC1	-1
71	CCc1ccc2c(c1)c1nc(C)sc1n2CC	-1&-5
72	Cc1ccc(NC(=O)CC2NCCNC2=O)cc1 (centres undefined)	-1
73	CC(C)(C)c1ccc(OC(=O)CCN2C(=O)c3ccccc3C2=O)cc1	-9
74	CC(=O)Nc1sc(N)nc1-c1ccccc1	-7
75	CCn1c(=O)c(=O)[nH]c2cc(C(=O)N3CCN(c4ccccc4F)CC3)ccc21	-191
76	O=C(CSc1nnc(CNC(=O)c2ccccc2F)o1)NCC1CCCO1 (centres undefined)	-3
77	Cc1cc(=O)[nH]c(SCC(=O)N2CCC(C(N)=O)CC2)n1	-6
78	OCCOc1ccc(C2=NCCO2)cc1	-8
79	Cc1nn(C(C)(C)C)c(OC(=O)CC(C)C)c1S(=O)(=O)c1ccccc1	-4
80	O=C(C1CCN(S(=O)(=O)c2ccc3c(c2)OCCO3)CC1)N1CCc2ccccc21	-7
81	Cc1cc(C)c(S(=O)(=O)NCc2ccc(C(=O)NC3CCCCC3)cc2)c(C)c1	-3
82	CC1(c2ccc3noc(-c4ccccc4)c3c2)OCCO1	3
83	Cc1ccc(-c2nc3ncccc3o2)cc1N	-18
84	O=C(Oc1ccc(OC(=O)c2ccncc2)cc1)c1ccncc1	-1&-4
85	COCCN1C(=O)c2ccccc2C(C(=O)Nc2ccc(F)cc2)C1c1c[nH]c2ccccc12 (centres undefined)	-3
86	Cc1onc(-c2ccccc2Cl)c1C(=O)Nc1sc2c(c1C#N)CCC2	-15
87	S=c1[nH]ncn1/N=C/c1ccc(Br)cc1	2
88	c1ccc(CSc2nnc(-c3ccco3)n2Cc2ccccc2)cc1	-2
89	O=C(c1ccccc1-c1ccccc1)N1CCOCC1	2
90	CC(C)CN1C(=O)C2CC=CCC2C1=O (centres undefined)	7
91	Cc1nc(N2CCN(C)CC2)c2c(C)c(C(=O)Nc3ccc(F)cc3)sc2n1	-1&0
92	CN(C(=O)Cc1cccs1)C1(C(=O)NC2CCCC2)CCCCC1	-3
93	COc1ccccc1Cn1c(=S)[nH]c2cc(C(=O)NCc3cccnc3)ccc2c1=O	-1
94	COc1ccc(C2CC(=O)C3=C(C2)NC(C)=C(C(=O)Nc2ccccc2C)C3c2ccc([N+](=O)[O-])cc2)cc1OC (centres undefined)	0
95	CC1=C(C(=O)OC(C)C)C(c2cccnc2)n2ncnc2N1 (centres undefined)	-3
96	CC(NC(=O)C1CC1)C(c1cccs1)N1CCN(c2ccccc2)CC1 (centres undefined)	-8
97	COc1ccc(-n2c(=S)[nH]c3cc(C(=O)NC4CCCCC4)ccc3c2=O)cc1	-5
98	O=C(Nc1nccs1)c1ccc(C(F)(F)F)cc1	-5
99	O=C(NCc1ccco1)C1C2C=CC3(CN(Cc4cccs4)C(=O)C13)O2 (centres undefined)	-5
100	O=C(NCCN1CCOCC1)c1ccc2c(c1)ncn2-c1cccc(Cl)c1	-35
101	CCC1CCCCN1CCNC(=O)CCS(=O)(=O)c1ccc(Br)cc1 (centres undefined)	-63
102	O=C(NCc1ccncc1)c1ccc([N+](=O)[O-])o1	0
103	Cc1ccc2c(c1)N(CCC(=O)NCCc1ccc(Cl)cc1)C(=O)CO2	0
104	Cn1c(C(=O)N2CCN(c3ncccn3)CC2)cc2c(=O)n(C)c3ccccc3c21	-6
105	N#Cc1nc(-c2ccc(Cl)cc2)oc1NCc1ccco1	-4&-8
106	O=C(CSc1nc(-c2ccccc2)nc2c1CCCC2)Nc1ccccc1	-10
107	O=C(Nc1cccc(-c2nc3ncccc3o2)c1)c1ccco1	-9
108	Cc1ccc(NC(=O)CCN2C(=O)c3ccncc3C2=O)cc1F	2
109	CCOCCCN(C(=O)Cn1nnc2ccccc21)C(C(=O)NCc1ccco1)c1ccncc1 (centres undefined)	-10
110	COc1cccc(-n2c(=O)c3c(C)c(C(=O)N(C)C)sc3n(CC(=O)Nc3c(C)cc(C)cc3C)c2=O)c1	-11
111	COc1cccc(NS(=O)(=O)c2ccc(S(=O)(=O)N3CCOCC3)cc2)c1	0
112	O=[N+]([O-])c1ccc(N2CCN(CCO)CC2)c2ncccc12	0
113	COc1ccccc1NC(=O)c1sc(=S)n(-c2ccc(C)cc2C)c1N	2
114	C=CCSc1nnc2c(n1)[nH]c1ccc(CC)cc12	-15
115	Cc1nnc2sc(-c3ccc(NC(=O)CSc4ccc(Cl)cc4)cc3)nn12	-20
116	CCOC(=O)CC1CSc2nc3sc(C)c(C)c3c(=O)n21 (centres undefined)	-14
117	C/C(Cl)=C/Cn1c(NCCCn2ccnc2)nc2c1c(=O)[nH]c(=O)n2C	-3
118	N#CC1(c2ccccc2)CCC(=O)CC1	3
119	O=C(C1CCN(S(=O)(=O)c2cccc3nsnc23)CC1)N1CCCc2ccccc21	-1&-6
120	CC1CC(C)CN(c2ncc3c(n2)CC(c2ccccc2Cl)CC3=O)C1 (centres undefined)	4
121	Cc1ccc(C2=NN3C(C2)c2cc(Cl)ccc2OC3c2cccc(Cl)c2)o1 (centres undefined)	-4
122	O=C(Nc1ccc(Br)cc1)c1ccc(F)c(S(=O)(=O)N2CCOCC2)c1	0
123	O=S(=O)(N=C(Nc1ccc2ccccc2c1)c1ccccc1)c1ccccc1	-2
124	COc1ccc(Cn2nnnc2C(c2ccccc2)N2CCN(C3CCCC3)CC2)cc1 (centres undefined)	0
125	CN1CCN(C(=O)C23CC4CCC2(C)C4(C)CO3)CC1 (centres undefined)	-4

The listing continues:
#	structure	14-3-3g Raf
126	CC(=O)Nc1ccc(S(=O)(=O)N2CCCC(C(=O)N3CCN(c4ccccc4)CC3)C2)cc1 (centres undefined)	5
127	CCCCc1nc(SCC(=O)Nc2ccc(S(N)(=O)=O)cc2)n[nH]1	3&-7
128	CN(C)c1nc2n(c(=O)n1)CCO2	-6&-7
129	Cc1cc(-n2c(-c3cccnc3)n[nH]c2=S)ccc1Cl	-18
130	CC(C)N1C(=O)C2C(C(=O)NCc3ccccc3)C3C=CC2(O3)C1C(=O)NC(C)(C)C (centres undefined)	-6
131	Oc1ccc(-c2nc3ccc(Cl)cn3c2Nc2ccc3c(c2)OCO3)cc1	-18
132	C=CCNC(=O)c1cc(-c2ccncc2)nc2ccccc12	-6
133	C=CCN(CC(=O)NCC1CCCO1)C(=O)CCC(=O)Nc1cc(C)on1 (centres undefined)	0
